IDH1 R132H inh = blocks human mutant IDH1 R132H enzyme. O75874. IDH1-R132H enzyme, NADPH consumption, diaphorase/resazurin fluorescence. Potency, µM (series often up to 76.6 µM), without a hit: at the top dose activity change, negative = inhibition, hits mostly inhibitors. actives 0.093% (n = 390,000); note: potency is the fitted concentration of half-maximal effect; % is set by controls: 0 for no effect and ±100 for the full control effect; nearly all actives have a fitted effect of over 65% in size
Target sequence (O75874 whole entry R132H, stated change not applied): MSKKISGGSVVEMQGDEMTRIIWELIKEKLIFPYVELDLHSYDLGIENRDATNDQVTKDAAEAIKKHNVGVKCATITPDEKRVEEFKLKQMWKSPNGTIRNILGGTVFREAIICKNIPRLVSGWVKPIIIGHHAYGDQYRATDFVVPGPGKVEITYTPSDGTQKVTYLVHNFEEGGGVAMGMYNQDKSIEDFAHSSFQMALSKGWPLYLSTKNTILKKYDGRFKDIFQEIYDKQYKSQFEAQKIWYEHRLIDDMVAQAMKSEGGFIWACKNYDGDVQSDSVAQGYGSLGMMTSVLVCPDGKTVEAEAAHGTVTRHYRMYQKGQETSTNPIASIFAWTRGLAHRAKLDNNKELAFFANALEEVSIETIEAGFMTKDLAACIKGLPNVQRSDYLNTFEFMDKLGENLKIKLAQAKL
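IDH1-R132H (0.5 ug/mL dispensed) in pH 7.5 Tris buffer was preincubated 30 min with compound, then given a substrate mix of 0.016 mM NADPH and 2 mM alpha-KG for 80 min at room temperature; remaining NADPH was read by diaphorase/resazurin fluorescence.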
Pin1 inhibitor = blocks the human prolyl isomerase Pin1; Q13526; Pin1 FP peptide displacement, HiFluor488, 10 min; Potency, µM (highest dose often 115 µM), for inactives: at the top dose activity, negative = inhibition, actives largely listed as inhibitors; actives 0.009% (n = 390,000); AID 504891; active = well fitted inhibition curve with a large enough effect in the polarisation, with a control signal flat, not every such curve was filed as active; inconclusive = small, poorly fitted or top-dose-only effect, or effect the other way, or a change in a side signal; inactive = no such curve, though single readings can be large or run the other way; the % refers to the polarisation; note: potency is the fitted concentration of half-maximal effect; % is set by controls: 0 for no effect and ±100 for the full control effect
Target sequence (Q13526 whole entry, looked up): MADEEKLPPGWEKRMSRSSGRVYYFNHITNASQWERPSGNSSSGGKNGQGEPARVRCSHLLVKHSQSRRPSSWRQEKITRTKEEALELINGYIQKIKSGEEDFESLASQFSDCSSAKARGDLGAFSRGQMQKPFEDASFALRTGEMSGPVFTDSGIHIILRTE
TrxR1 substrate = is turned over as a substrate by rat TrxR1; O89049; purified TrxR1 substrate turnover, NADPH consumption readout; Potency, µM (titrated, usually from 114 µM), without a hit: at the top dose activity change, negative = substrate turnover; actives 0.01% (n = 390,000); AID 588456; note: potency is the fitted concentration of half-maximal effect; % is set by controls: 0 for no effect and ±100 for the full control effect; nearly all actives have a fitted effect of over 50% in size
Target sequence (O89049 whole entry, looked up): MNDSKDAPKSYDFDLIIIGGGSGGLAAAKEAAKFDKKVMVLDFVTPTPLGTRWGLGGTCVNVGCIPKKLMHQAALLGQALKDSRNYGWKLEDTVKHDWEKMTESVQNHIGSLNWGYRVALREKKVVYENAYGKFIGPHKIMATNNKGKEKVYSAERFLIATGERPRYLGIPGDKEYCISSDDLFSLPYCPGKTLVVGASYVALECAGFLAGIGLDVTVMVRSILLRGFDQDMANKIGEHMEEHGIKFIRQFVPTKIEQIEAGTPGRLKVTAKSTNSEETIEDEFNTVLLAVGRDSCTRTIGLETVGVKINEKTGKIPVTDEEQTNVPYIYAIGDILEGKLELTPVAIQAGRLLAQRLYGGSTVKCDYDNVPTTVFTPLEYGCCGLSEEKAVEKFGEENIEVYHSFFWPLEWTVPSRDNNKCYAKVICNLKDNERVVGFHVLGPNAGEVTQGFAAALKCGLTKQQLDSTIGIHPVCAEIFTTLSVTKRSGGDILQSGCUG
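Rat TrxR1, dispensed at 90 nM, was prereduced with 400 uM NADPH (final) for 5 min at ~22 deg C, then incubated with compound 15 min before 400 uM selenite. A first-read NADPH fluorescence drop versus no-compound background flagged substrates.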
PI4K2A inh = inhibitors of human PI4K2A; purified PI4K2A, ADP-Glo luminescence, 1 h; stronger effect = lower value; activity change, negative = inhibition, % at 76.9 µM; actives 0.13% (n = 420,000); in the data active = activity change below about -50%; inconclusive = mostly about -30% to -49%;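 note: -100% = wells without enzyme as full effect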
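In this quantitative HTS, ADP production by PI4K2A was quantified luminescently after 1 h at ambient temperature; 100 microM adenosine served as plate-quality control.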
USP1-UAF1 inh = inhibitors of human USP1/UAF1 deubiquitinase | O94782 | recombinant USP1/UAF1, Ub-Rhodamine cleavage fluorescence | Potency, µM (highest dose often 57.1 µM), inactives show at the highest dose activity change, negative = inhibition, usual class: inhibitors | actives 0.23% (n = 390,000) | AID 743255; note: potency is the fitted concentration of half-maximal effect; % is set by controls: 0 for no effect and ±100 for the full control effect; nearly all actives have a fitted effect of over 60% in size; inactives centre near -12
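USP1/UAF1 complex (1 nM) preincubated 15 min at room temperature with compound, then Ub-Rho substrate (150 nM final) added. Kinetic fluorescence at 480/540 nm over 6 reads at 60 s intervals; 50 mM HEPES pH 7.8, 0.5 mM EDTA, 0.1 mg/ml BSA, 1 mM TCEP, 0.01% Tween-20.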
GLS inhibitor = glutaminase GLS (human) inhibition; actives 0.21% (n = 410,000); AID 624170; Potency, µM (titrated, usually from 45.5 µM), without a hit: at the top dose activity change, negative = inhibition, usual class: inhibitors; GLS enzymatic activity, qHTS titration; note: potency is the fitted concentration of half-maximal effect; % is set by controls: 0 for no effect and ±100 for the full control effect
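Read-out is an Amplex red fluorescence increase coupled through glutamate oxidase and HRP, measured before and after 30 min room-temperature incubation. hKGA is in 45 mM KH2PO4 (pH 8.2) with 0.02% Tween-20; glutamine added as 1mM solution.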
HP1b binding inh = inhibitors of HP1-beta chromodomain binding to methylated histone tails. AID 540317. Potency, µM (series often up to 114 µM), for inactives: top-dose activity change, negative = inhibition, most hits filed as inhibitors. actives 0.56% (n = 390,000). AlphaScreen HP1-beta / biotin-H3K9me3 peptide binding; note: potency is the fitted concentration of half-maximal effect; nearly all actives have a fitted effect of over 70% in size; inactives centre near 23
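AlphaScreen: HP1-beta (50 nM) preformed 30 min with biotin-H3(1-18)K9me3 peptide (50 nM) in PBS pH 7.4, 0.01% Tween-20. Compound added for 30 min at RT, then streptavidin donor/nickel chelate acceptor beads (10 ug/mL) for 30 min.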
TrxR1 inh = blocks rat thioredoxin reductase 1. AID 588453. Potency, µM (top dose mostly 114 µM), for the others: top-dose activity change, negative = inhibition, most hits filed as inhibitors. actives 1% (n = 390,000). O89049. recombinant rTrxR1, NADPH fluorescence consumption, selenite substrate; note: potency is the fitted concentration of half-maximal effect; % is set by controls: 0 for no effect and ±100 for the full control effect; nearly all actives have a fitted effect of over 65% in size
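Rat TrxR1 (90 nM in the dispensed reagent) was pre-reduced with 400 uM NADPH for 5 min at room temperature, then incubated with compound for 15 min. After 400 uM selenite was added, NADPH fluorescence (Ex 340/Em 450 nm) was followed for 8 min.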
Tb PGK inh = T. brucei PGK inhibition; PGK/GAPDH coupled, Kinase-Glo luminescence, 60 min; Potency, µM (top dose mostly 57.5 µM), without a hit: at the top dose activity change, negative = inhibition, actives largely listed as inhibitors; P07378; actives 0.043% (n = 380,000); AID 602233; note: potency is the fitted concentration of half-maximal effect; % is set by controls: 0 for no effect and ±100 for the full control effect; nearly all actives have a fitted effect of over 60% in size
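Luminescent ATP detection (Kinase-Glo Plus) follows a 60-minute room-temperature incubation, with wells lacking PGK as controls. Buffer: 100 mM TEA (pH 7.6), 5 mM MgCl2, 0.01% Tween-20. Coupling enzyme GAPDH (100 nM final) supplies unstable 1,3-BPG in-well.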
* marks the source's active call; other numbers are inactive results; i = inactive; ? = inconclusive; / = no result given; & = joins results of further samples; [ ] = remark or other dose. Unless noted, calls come from the whole dose curve; as a rule, active = well fitted curve in the direction sought with a large enough effect; inconclusive = small, poorly fitted or top-dose-only effect, or another doubt; inactive = no such curve, though single readings can be large; an effect the other way counts as inactive or inconclusive. An excerpt; count on the stated rates, not on these rows.

TrxR1 substrate,HP1b binding inh,USP1-UAF1 inh,IDH1 R132H inh,Tb PGK inh,TrxR1 inh,Pin1 inhibitor,PI4K2A inh,GLS inhibitor,structure
-4%,29%,-8%,6%,10%,-2%,1%,6,7%,O=C(NC1CCCC1)c1cc(-c2cccc(Cl)c2)on1
1%,26%,-17%,8%,-1%,20%,-3%,-2,-2%,COc1cccc(N(CC(=O)NC2CCCC2)C(=O)CCC(=O)Nc2cc(C)on2)c1
2%[57.1 µM],-6%,-5%,0%,-5%,1%[57.1 µM],-1%,0,47%[activator],COC(=O)c1ccc2nc(NC(=O)CN3C(=O)CCC3=O)sc2c1
-3%,13%,-2%,5%,-5%,17%,3%,-5,29%,O=C(C1CCOCC1)N1CCCC(N2CCN(c3ccc(F)cc3)CC2)C1 (centres undefined)
/,/,-1%,3%,-5%,/,/,-12,11%,Cc1ccc([C@H]2N[C@]3(CCCN(Cc4ccco4)C3=O)[C@H]3C(=O)N(C)C(=O)[C@@H]23)cc1
-4%,24%,-6%,0%,-1%,2%,-2%,9,19%,CCN(CC)c1ccc(C(=O)NNC(=O)CN2C(=O)NC(C)(c3ccccc3)C2=O)cc1 (centres undefined)
9%,28%,-33%,0%,9%,16%,1%,-1,10%,COc1cccc(-c2nn(C)c3sc(C(=O)NCCc4cccc(C)c4)cc23)c1
4%&0%,-7%&27%,-23%&-9%,-9%&-4%,8%&1%,26%&21%,?,-1&0,2%&-2%,CC(C)N(Cc1ccccc1)C(=O)CN1C(=O)COc2ccc(S(=O)(=O)N3CCCCCC3)cc21
-14%,?,-8%,15%,-2%,-7%,-1%,2,11%,O=C(O)CSC1=NC(=Nc2cccc(Cl)c2)C2(CCCCC2)N1c1ccccc1
2%,28%,-17%,9%,-9%,11%,-1%,8,1%,CCCNC(=O)CSc1ccc(S(=O)(=O)N2CCCCC2)cn1
-7%,28%,-2%,13%,0%,1%,8%,-5,6%,COC(=O)c1ccc(NC(=O)CC2C(=O)N(c3ccccc3)C(=O)N2Cc2ccc(F)cc2)cc1 (centres undefined)
6%,27%,-17%,2%,2%,-4%,-1%,4,6%,O=C(NCc1cccs1)c1ccc([N+](=O)[O-])cc1Cl
-17%[57.1 µM],15%,-24%,4%,i,15%[57.1 µM],4%,?,0%,Cc1cc(C)c(OCC(=O)Nc2nc(-c3ccccn3)cs2)c(C)c1
-1%[57.1 µM],40µM*,-10%,7%,-14%,3.2µM*,-5%,-6,8%,Cc1cc2ccccn2c1C(=O)c1ccc([N+](=O)[O-])cc1[N+](=O)[O-]
7%[57.1 µM],-4%,-5%,?,i,22%[57.1 µM],1%,-1,1%,Cc1ccc(N(C(=O)c2nsc(Cl)c2Cl)C(C(=O)NC2CCCC2)c2ccc(O)cc2)cc1C (centres undefined)
-14%,47%[activator],-25%,12%,-5%,-17%,-3%,-2,3%,CCCn1nc(NS(=O)(=O)c2ccc(F)cc2)c2cc3ccccc3nc21
10%[57.1 µM],13%,-18%,0%,-1%,16%[57.1 µM],-14%,3,1%,COc1ccccc1N1CCN(C(C)C(=O)Nc2ccc(S(=O)(=O)N3CCOCC3)cc2)CC1 (centres undefined)
-7%[57.1 µM],34%,-16%,-1%,-3%,-13%[57.1 µM],-9%,1,-13%,CCCCc1ccc(S(=O)(=O)Nc2ccc(C)c(NS(C)(=O)=O)c2)cc1
6%,38%,-18%,8%,5%,?,1%,-2,15%,Cc1c(C)n2c(SCC(=O)N3CCN(c4ccccc4)CC3)nnc2[nH]c1=O
47%,49%[activator],-13%,-7%,-2%,2%[57.1 µM],16%,-2,-1%,COc1cc(OC)cc(-c2c(-c3cccs3)c3cc(-c4ccc(OC)c(F)c4)ccc3n2C)c1
14%[57.1 µM],?,-6%,/,/,12%[57.1 µM],/,-1,-1%,Cc1nc2c(C(=O)NCc3ccccc3)c[nH]n2c(=O)c1Cc1ccccc1Cl
-10%,8%,-2%,9%,-3%,-6%,0%,2,-1%,O=C(CN1C(=O)NC2(CCc3ccccc3C2)C1=O)Nc1ccc(F)cc1 (centres undefined)
5%,26%,-9%,-3%,-10%,30%,-2%,6,-7%,Cc1cc(NC(=O)CSCC(=O)Nc2cc(C(F)(F)F)ccc2N2CCOCC2)no1
14%[57.1 µM],20%,-2%,5%,i,28%[57.1 µM],-2%,0,15%,CCOC(=O)C1=C(N)Oc2cc(C)n(C)c(=O)c2C1c1ccncc1 (centres undefined)

Sorted by the number under HP1b binding inh (largest number first): 3 of the compounds above
structure | HP1b binding inh
O=C(NC1CCCC1)c1cc(-c2cccc(Cl)c2)on1 | 29%
O=C(NCc1cccs1)c1ccc([N+](=O)[O-])cc1Cl | 27%
CCN(CC)c1ccc(C(=O)NNC(=O)CN2C(=O)NC(C)(c3ccccc3)C2=O)cc1 (centres undefined) | 24%

Next structures.
TrxR1 substrate,HP1b binding inh,USP1-UAF1 inh,IDH1 R132H inh,Tb PGK inh,TrxR1 inh,Pin1 inhibitor,PI4K2A inh,GLS inhibitor,structure
4%[57.1 µM],26%,-14%,2%,-4%,18%[57.1 µM],-4%,1,-13%,COC(=O)c1ccncc1C(=O)Nc1ccc(OC)cc1
11%[57.1 µM],-5%,-8%,3%,-2%,-3%,-2%,17,?,Cc1nc(SCC(=O)NCCc2ccccc2)n[nH]1
-15%,?,-10%,0%,14%,-19%,48%[activator],0,36%,CCN(CC)c1ccc(NC(=O)/C=C/c2cc(Br)ccc2OC)cc1
-2%,?,-8%,0%,-10%,12%,?,1,9%,Cc1ccc(-n2c(=O)c3cc4c(=O)n(-c5ccc(C)c(C)c5)c(=O)c4c(C(=O)c4ccc(C(=O)O)cc4)c3c2=O)cc1C
6%[57.1 µM],37%,-19%,7%,0%,12%[57.1 µM],-3%,6,1%,CCOCCc1nn2c(=O)cc(COC(=O)c3ccccc3NC(=O)c3ccccc3F)nc2s1
7%,/,-20%,4%,-2%,23%,6%,1,-3%,Cc1c(OCc2ccccc2)cccc1OCc1ccccc1
1%,39%,-10%,-3%,i,11%,5%,-2,4%,CC1=C(c2ccc(C)c(C)c2)S(=O)(=O)N=C1N1CCC(C(=O)NC(C)Cc2ccco2)CC1 (centres undefined)
3%,33%[activator],-13%,0%,i,13%,3%,0,0%,Cc1sc2ncnc(NC(C)C(=O)O)c2c1C (centres undefined)
1%,39%[activator],-19%,1%,i,9%,-2%,-3,27%,CCN(CC)CCN(C(=O)c1ccc([N+](=O)[O-])cc1)c1nc2c(OC)cccc2s1
-12%,?,-12%,2%,-14%,?,/,?,-8%,Cn1c(SCC(=O)N/N=C/C=C\c2ccco2)nc2ccccc21
1%,16%,-21%,11%,-8%,3%,-2%,2,1%,O=C(Cn1nc(Cl)nc1Cl)Nc1ccccc1
1%,1%,3%,-2%,i,6%,2%,-5,5%,COCCCNC(=O)CC1C[C@H](C(=O)N2CCOCC2)[C@@]2(C)c3[nH]c4ccccc4c3CCN2C1=O (some centres undefined)
0%,19%,-25%,24%,-14%,8%,2%,-2,-4%,COc1cccc(NC(=O)C2CC(=O)N(c3ccc(Br)cc3)C2)c1 (centres undefined)
19%,2%,-14%,-3%,i,26%,4%,-1,-6%,COc1ccc2oc(=O)c(C(=O)OCc3ccccc3)cc2c1
8%,64%[activator],-7%,12%,-6%,?,1%,-2,-3%,O=C(NCCN1CCOCC1)c1ccc(CS(=O)(=O)c2c(Cl)cccc2Cl)o1
13%[57.1 µM],23%,3%,3%,-5%,13%[57.1 µM],-3%,0,-1%,Cc1nn(-c2ncc(C(F)(F)F)cc2Cl)c(=O)n1-c1ccccc1
10%,43%,-7%,0%,-3%,31%,6%,4,-5%,COc1ccccc1NC(=O)Cn1nc2c3cc(F)ccc3n(Cc3cccc(C)c3)cc-2c1=O
-10%,14%,-12%,-1%,6%,-2%,0%,1,6%,Cc1cccc(COCC(Cc2ccccc2)N2CCN(C(=O)c3cccc(C)c3)CCC2=O)c1 (centres undefined)
7%[57.1 µM],-4%,-13%,-4%,-8%,0%[57.1 µM],1%,-3,33%,COc1cccc(OC)c1C(=O)NC(=S)Nc1cccc(NC(=O)c2ccco2)c1
7%[0.0914 µM],8%,2%,-9%,0%,-17%[57.1 µM],-6%,-2,16%,CCC(C)(C)n1nnnc1C(c1ccc(OC)c(OC)c1)N1CCN(C(=O)c2ccco2)CC1 (centres undefined)
-11%,31%,-2%,-5%,4%,-6%,-3%,-4,11%,CCCCNC(=S)N1CCN(c2ccc(C(C)=O)cc2)CC1
-14%,50µM*,-9%,-3%,-2%,-12%,-2%,-5,2%,CN(C)c1cccc(NC(=O)c2cccc3ccccc23)c1
9%,51%[activator],-4%,10%,-3%,4%,0%,2,3%,COc1c(C(=O)Nc2ccccc2N2CCOCC2)cc2ccccc2c1Br
-6%,31%,-5%,5%,-10%,-11%,0%,-2,-5%,O=C(O)Cc1n[nH]c(=O)c2ccccc12
-3%,52%[activator],-7%,0%,/,-24%,-2%,-1,1%,O=C1NCCCC1C(=O)N1CCN(C(c2ccccc2)c2ccccc2)CC1 (centres undefined)
